Assay outcomes from PubChem.
TNAP inh pNP – blocks human TNAP p-nitrophenol release. inhibition, % at 20 µM. purified TNAP, pNPP hydrolysis, absorbance 405 nm. P05186. 21,000 tested, under 10 active;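 further: 0% = DMSO only wells and 100% = 1 mM levamisole wells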
Target sequence (P05186 whole entry, looked up): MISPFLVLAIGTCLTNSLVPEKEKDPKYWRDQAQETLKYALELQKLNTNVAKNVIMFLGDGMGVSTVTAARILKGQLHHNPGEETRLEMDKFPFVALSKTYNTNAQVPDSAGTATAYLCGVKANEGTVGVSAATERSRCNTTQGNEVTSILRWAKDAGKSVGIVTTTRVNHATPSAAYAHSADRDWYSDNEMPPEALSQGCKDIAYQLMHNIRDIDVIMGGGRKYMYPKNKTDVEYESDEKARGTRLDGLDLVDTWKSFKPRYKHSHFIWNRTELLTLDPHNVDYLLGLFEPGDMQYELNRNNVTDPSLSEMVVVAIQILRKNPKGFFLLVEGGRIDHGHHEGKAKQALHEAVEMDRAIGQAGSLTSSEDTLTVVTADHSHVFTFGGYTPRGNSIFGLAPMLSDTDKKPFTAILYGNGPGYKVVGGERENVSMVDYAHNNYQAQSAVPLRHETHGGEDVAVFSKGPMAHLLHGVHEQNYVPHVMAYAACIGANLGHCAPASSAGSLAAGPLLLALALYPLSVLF
TNAP inh Pi – inhibitors of human tissue-nonspecific alkaline phosphatase; 21,000 tested, under 10 active; purified TNAP, pNPP, malachite green phosphate absorbance; inhibition, % at 20 µM; P05186
Active calls of the source: *.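 How the source made its calls: active means inhibition above 50% at the 20 µM single-dose screen; inactive means the rest.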 Not all compounds are listed, so the mix of outcomes need not match the whole.

SMILES	TNAP inh pNP	TNAP inh Pi
O=C(CCc1nc(-c2ccccc2F)no1)NCc1ccco1	6	13
COc1ccc(N2C(=O)CC(N(Cc3ccc(S(N)(=O)=O)cc3)C(C)=O)C2=O)cc1 (centres undefined)	-2	-27
CN1CCN(C(=O)c2ccccc2-c2nc(-c3ccccc3)no2)CC1	4	9
Cc1nc(NS(=O)(=O)c2ccccc2)sc1NC(=O)OCCN(C)C	10	0
O=C(CCC(=O)c1cccs1)OCC(=O)N1CCN(S(=O)(=O)c2ccccc2)CC1	5	15
C=CCn1c(=N)n(CC(=O)O)c2ccccc21	6	5
CCCCCCn1c(C(C)NC(=O)c2ccco2)nc2ccccc21 (centres undefined)	2	7
Cc1ccc(S(=O)(=O)N(C)c2ccc(C(=O)N3CCC(C(N)=O)CC3)cc2)cc1	6	11
O=C1C(C=NCc2cccnc2)=C(O)c2ccccc21	0	0
CC(=O)Nc1ccc(C(=O)n2nc(C)cc2C)cc1	5	7
O=C(c1ccccc1F)N(Cc1ccc(F)cc1)C1CCS(=O)(=O)C1 (centres undefined)	5	9
CN(C)C(CNC(=O)CN1C(=O)NC2(CCc3ccccc32)C1=O)c1ccco1 (centres undefined)	6	9
COC(=O)c1[nH]c2cccc(Cl)c2c1NC(=O)CN1CCN(CCO)CC1	1	2
COc1ccc(OC)c(N=C(C)C2=C(O)COC2=O)c1	-4	-9
COc1ccc(NC2CS(=O)(=O)CC2OC(=O)c2ccc(F)cc2)cc1 (centres undefined)	0	8
O=C(Cc1ccccn1)Nc1ccccc1	0	6
O=C(CN1C(=O)c2cccc3cccc1c23)NCc1ccc2c(c1)OCO2	5	9
O=c1c2c([nH]c3ccc(Br)cc13)CCCC2	0	8
COc1ccccc1N1CCN(CC(=O)c2c(C)[nH]c3cc(C)ccc23)CC1	0	5
NS(=O)(=O)c1ccc(CCNC(=O)c2ccccc2F)cc1	4	12
c1cnc(N2CCN(c3ncnc4c3oc3ccccc34)CC2)nc1	2	7
CC1(C)Cc2c(c(-c3ccccc3)[nH]c(=O)c2C#N)CS1	-14	-15
c1ccc(-c2nc3nonc3nc2-c2ccccc2)cc1	-9	-7
Cc1ccc(-c2nnn(CC(=O)N(c3ccccc3)C(C(=O)NC3CCCC3)c3ccco3)n2)o1 (centres undefined)	-2	0
COCCCN1C(=O)C(=O)/C(=C(/O)c2ccc(OCC(C)C)cc2)C1c1cccnc1 (centres undefined)	4	5
COc1ccc(C(=O)CSc2nc3nc(C)cc(C)n3n2)cc1OC	0	0
CC(=O)C1=C(C)Nc2ncnn2C1c1ccc(Cl)cc1 (centres undefined)	1	-29
CCOc1cccc2cc(C(=O)N3CCc4ccccc43)c(=O)oc12	6	8
CCOP(=O)(c1ccccc1)c1nc(-c2ccc(F)cc2)oc1N1CCCCC1 (centres undefined)	0	0
COCCCNc1nc2c(c(=O)[nH]c(=O)n2C)n1CC(O)COc1ccccc1 (centres undefined)	0	0
COCCNC(=O)CN(C(=O)CCC(=O)Nc1cc(C)on1)c1ccc(C)cc1C	8	14
Cc1nc2c(s1)sc1ccccc12	3	9
O=C(CSc1ccccc1)Nc1ccncc1	3	8
C/C(N)=C(/C#N)C(=O)COC(=O)c1ccncc1	1	18
Cc1nc2sccn2c(=O)c1CCN1CCC(=C(c2ccccc2)c2ccc(F)cc2)CC1	5	12
CN(Cc1ccccc1)c1nc2c(c(=O)n(C)c(=O)n2C)n1CCCc1ccccc1	6	14
O=C(CSc1nnc(-c2cccnc2)n1Cc1ccco1)c1ccccc1	4	9
CCn1c(SCc2nc3ccccc3[nH]2)nnc1-c1ccncc1	6	9
CC(C)Cc1nc2n[nH]c(N)c2c2c1CCC2	-2	0
C/C(NCCCn1ccnc1)=C(\C#N)C(N)=O	-1	6
CC(C)COCC1CC2(CC(C)C(=O)CC2=O)C(=O)O1 (centres undefined)	2	10
COc1ccc(NC2=C(C(C)=O)C(c3ccc4c(c3)OCO4)C(C(C)=O)C(C)(O)C2)cc1 (centres undefined)	4	11
N#Cc1c(NC(=O)c2ccncc2)sc2c1CCC2	-6	-5
O=c1[nH]c(=S)c2c(n1-c1ccccc1)CCC2	3	-17
O=c1c2ccccc2nnn1CSc1nnc(-c2ccc3c(c2)OCO3)o1	7	14
COc1ccc(OCC(=O)N2CCN(C(=O)c3cccc4ccccc34)CC2)cc1	11	18
CC(=O)N1c2ccccc2C(C)CC12CCCCC2 (centres undefined)	-1	3
CCOc1cc(S(=O)(=O)N2CCOCC2)ccc1F	2	14
CCn1c(=O)c(C(=O)Nc2nc3ccccc3[nH]2)c(O)c2ccccc21	6	7
Cc1ccc(-c2nc(-c3ccccn3)no2)cc1Cl	2	9
CN(C)CC(=O)c1ccc(-c2ccccc2)cc1	4	-10
CCC(C)c1ccc(O)c(NC(=O)c2ncn[nH]2)c1 (centres undefined)	2	1
COCCn1c(SCC#N)nnc1-c1ccc2c(c1)OCO2	7	2
OC(CN1CCOCC1)CN1CCOCC1	6	6
CCCN(Cc1ccccc1)C(=O)Nc1ccc2c(c1)nnn2C	-8	1
COc1ccccc1-c1nc(C#N)c(N2CCN(Cc3ccccc3)CC2)o1	-2	4
COc1ccccc1NC(=O)CSc1nnc(-c2ccc(NC(C)=O)cc2)n1C	2	6
O=C1CC(c2ccccc2)c2cc(O)ccc2O1 (centres undefined)	0	6
COc1ccc(CCNc2oc(-c3ccccc3OC)nc2C#N)cc1OC	1	4
CC(=O)c1ccc(N2C(=O)[C@@H]3C(CCC(N)=O)NC4(C(=O)Nc5c4ccc(Cl)c5C)[C@@H]3C2=O)cc1 (some centres undefined)	-8	-2

Next part.
SMILES	TNAP inh pNP	TNAP inh Pi
COc1ccc(S(=O)(=O)N(CC(=O)NC2CC2)C2CCCCC2)cc1Cl	2	-1
CNC[C@H](O)c1cccc(O)c1	4	-7
O=C(Cn1nnc(-c2cccs2)n1)N1CCc2ccccc2C1	1	-7
CCC(CC)C(=O)Nc1cccc(-c2nc3ccccc3o2)c1	3	9
Cc1nc(SCC(=O)Nc2ccccc2)c2oc3ccccc3c2n1	1	-5
O=C(NCCc1ccccc1)C1CCCN1C(=O)NCc1ccccc1 (centres undefined)	5	20
O=C(OC(C(=O)NCC1CCCO1)c1ccc(F)cc1)c1ccco1 (centres undefined)	-4	2
CNC(=O)c1ccc(N(Cc2ccccc2)S(C)(=O)=O)cc1	0	4
CCC1(c2ccccc2)C(=O)NCNC1=O	3	6
COc1ccc(Oc2nc(C)cc(C)c2C#N)cc1	2	-1
COc1ccc(C2=NO[C@@H]3C(=O)N(C4CCCCC4)C(=O)[C@H]23)cc1OC	1	7
CC(CN1CCNCC1)(NS(=O)(=O)c1ccccc1)c1ccccc1 (centres undefined)	-5	-10
Cc1nc2c(c(=O)n1CCC(C)C)c1nc3ccccc3nc1n2Cc1ccc2c(c1)OCO2	-1	7
c1ccc(-n2ncc3c(NCc4ccco4)ncnc32)cc1	3	10
CN(Cc1ccccc1)c1oc(-c2ccco2)nc1C#N	5	8
CC1(C)N(O)CC(c2cccs2)=[N+]1[O-]	3	-20
COc1ccccc1-n1c(C)nc(=O)c(-c2ccccc2)c1C	-13	-8
COC(=O)c1ccccc1NC(=O)CSc1nnc(C(CO)NC(=O)c2ccccc2)n1C (centres undefined)	3	-2
CC(Cc1ccc(O)c(O)c1)C(C)Cc1ccc(O)c(O)c1 (centres undefined)	0	0
CN(C)CCNC(=O)Cn1nc(C(F)F)cc1C1CC1	0	4

An excerpt of these results, as labelled records.
Structure: NS(=O)(=O)c1ccc(CCNC(=O)c2ccccc2F)cc1
  TNAP inh pNP = 4
  TNAP inh Pi = 12

Structure: O=C1CC(c2ccccc2)c2cc(O)ccc2O1 (centres undefined)
  TNAP inh pNP = 0
  TNAP inh Pi = 6

Continued.
SMILES	TNAP inh pNP	TNAP inh Pi
CCOc1ccc(NC(=O)CN(C)CC(=O)Nc2ccccc2C#N)cc1OCC	0	0
Cc1nc(-n2cc(F)c(=O)[nH]c2=O)c2nc(C)oc2n1	-2	5
O=C(C1CC1(c1ccccc1)c1ccccc1)N1CCOCC1 (centres undefined)	1	4
O=C(NCC1CCCCN1)c1cc(OCC(F)(F)F)ccc1OCC(F)(F)F (centres undefined)	2	6
Cc1ccc(CNc2ncc(-c3ccc4c(c3)OCO4)n2C)cc1	0	5
O=C1c2ccccc2C(=O)N1CCCC(=O)N1CCCc2ccccc21	0	8
Cc1nc2c(c(N3CCOCC3)n1)OCC(=O)N2	0	0
O=C(Nc1ccc2c(c1)OCO2)c1ccccc1SCC(=O)N1CCCC1	0	5
O=C(Nc1ccc(N2CCN(C(=O)c3ccco3)CC2)c(Cl)c1)c1cc2ccccc2o1	4	18
N#CCCN1CCN(Cn2c3ccccc3c3ccccc32)CC1	5	6
Cc1cc(Oc2ccccc2)nc(-c2ccccc2O)n1	3	11
O=S(=O)(c1ccc(Br)s1)N1CCN(c2ccccn2)CC1	0	0
O=S(=O)(NC1CCCC1)c1ccc(Br)s1	4	11
CCOc1ccccc1-n1c(SCC(=O)Nc2nccs2)nnc1-c1ccoc1C	4	-6
CC(CC#CCN1CCOCC1)OCCC#N (centres undefined)	-8	-2
C/C=C(\C)CN1CCN(c2ccccc2F)CC1	0	0
COc1cc(-c2ccccc2)nc(N)n1	5	6
COCCCNC(=O)c1ccccc1Oc1ccccc1	2	8
CCOc1cc(C(=O)Nc2ccccc2N2CCN(S(C)(=O)=O)CC2)cc(OCC)c1OCC	-3	3
O=C(CCN1C(=O)C2C3C=CC(C3)C2C1=O)Nc1ccccn1 (centres undefined)	-36	-47

The closing 6 compounds of the section before lead into the next:
SMILES	TNAP inh pNP	TNAP inh Pi
CC(CC#CCN1CCOCC1)OCCC#N (centres undefined)	-8	-2
C/C=C(\C)CN1CCN(c2ccccc2F)CC1	0	0
COc1cc(-c2ccccc2)nc(N)n1	5	6
COCCCNC(=O)c1ccccc1Oc1ccccc1	2	8
CCOc1cc(C(=O)Nc2ccccc2N2CCN(S(C)(=O)=O)CC2)cc(OCC)c1OCC	-3	3
O=C(CCN1C(=O)C2C3C=CC(C3)C2C1=O)Nc1ccccn1 (centres undefined)	-36	-47
Cc1cc(N2CCCCC2)n2ncc(-c3ccccc3)c2n1	7	11
COc1ccc(CCNC(=O)Cn2nnc(-c3ccc(N4CCOCC4)cc3)n2)cc1OC	5	12
COc1ccc(NC(C)c2cc(Cl)ccc2O)cc1 (centres undefined)	4	8
CCn1c(SCC(=O)c2ccc(NS(=O)(=O)c3ccccc3)cc2)nnc1-c1cccs1	-1	8
NC(=O)CSc1c[nH]c2ccccc12	0	0
CCNc1nc(NCC)n2c(SCc3ccc(F)cc3)nnc2n1	-14	-5
O=C(Oc1cccc(-n2cnnn2)c1)c1sc2ccccc2c1Cl	3	5
CCCC(c1nnnn1Cc1ccccc1)N1CCC(C(N)=O)CC1 (centres undefined)	0	4
Cc1ccc(-c2cc(C(=O)NCc3ccco3)no2)cc1	-3	0
CC(C)=CCC/C(C)=C/CN(CC(C)O)CC(C)O (centres undefined)	4	12
CN(C)S(=O)(=O)N1CCN(C(=O)c2ccccc2Cl)CC1	6	7
COc1cc(C(c2nnnn2C(C)(C)C)N2CCN(c3nc4ccccc4s3)CC2)ccc1O (centres undefined)	3	9
Cc1cc(-n2nc(C)cc2C)n2ncc(-c3ccccc3)c2n1	5	3
O=C(c1ccncc1)N1CCN(C(=O)c2ccncc2)CC1	6	9
Cc1ccccc1N1C(=O)[C@@H]2Cc3ccccc3CN2C1=O	4	8
CCCCC(=O)Nc1ncc2c(n1)CC(C)(C)CC2=O	7	9
CC(=O)Nc1ccc(S(=O)(=O)N(C)CC(=O)NC2=NCCS2)cc1	-10	-5
CCO/C(C)=N/n1c2nc3ccccc3nc2c2c(=O)n(Cc3ccccc3Cl)c(C)nc21	5	8
CC(C)Cc1ccc(C(C)C(=O)N2CCOCC2)cc1 (centres undefined)	6	10
COC(=O)c1ccccc1NC(=O)COC(=O)c1cccnc1	2	8
N#Cc1nc(-c2cccs2)oc1NCc1ccco1	-2	-1
COc1ccc(Oc2coc3cc(OC(=O)N4CCOCC4)ccc3c2=O)cc1	0	11
CCOc1ccc(N2C(=O)CC(N3CCN(C4CCc5ccccc5C4)CC3)C2=O)cc1 (centres undefined)	4	9
c1ccc(-c2nn3c(C4CCCCC4)nnc3s2)nc1	6	13
CNC(=O)Nc1ccccc1C(=O)NCc1ccccc1	4	-7
CCC(CO)NC(=O)c1cccc(S(=O)(=O)N2c3ccccc3CC2C)c1 (centres undefined)	-9	1
CCn1nnnc1-c1ccc(OC)c(S(=O)(=O)NCc2ccccc2)c1	5	9
CCCN(CCC)S(=O)(=O)c1ccc(C(=O)O)cc1	7	10
O=C(C(c1ccccc1)N1CCOCC1)N1CCOCC1 (centres undefined)	2	5
